Screening results: PubChem BioAssay, several laboratories
procasp3 activ: activators of human procaspase-3 D3A mutant, primary screen, biochemical, absorbance, PC-3 D3A mutant, single concentration. actives 0.11% (n = 330,000). activation, % at 8.5 µM. Caspase-3 (Homo sapiens), P42574. recombinant procaspase-3 D3A, Ac-DEVD-pNA absorbance 405 nm;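 active = activation above the mean of all tested compounds plus 3 SD, cut at about 21% in these data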;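 note: 0% = DMSO alone and 100% = DMSO wells spiked with extra 5 µM PC-3 D3A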
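Assay system – Procaspase-3 D3A mutant, all three cleavage aspartates alanine · Controls – DMSO-only low control, 5 µM PC-3 D3A high control · Schedule – 1 h compound preincubation, 2 h substrate hydrolysis at 25 °C · Signal – 405 nm absorbance of p-nitroaniline, reads at 0 and 120 min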
LAP4-GFP MLPCN: modulators of LAP4-GFP expression in yeast, primary screen, S. cerevisiae, multiplex flow cytometry, MLPCN library; GFP response vs DMSO, % at 10 µM; actives 0.34% (n = 320,000); 3 h; median GFP as percent of DMSO wells; AID 2023, 2009;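 active = GFP response vs DMSO above a set limit, about the screen mean plus 3 SD, cut at about 150% in these data; inconclusive = under 70 cell events counted for the yeast strain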
RPL19A-GFP yeast: RPL19A-GFP expression modulators in yeast, primary screen, cell-based, S. cerevisiae, multiplex flow cytometry, MLPCN | S. cerevisiae RPL19A-GFP strain, 3 h; active compounds read low | percent response vs DMSO, % at 10 µM | actives 0.3% (n = 330,000) | AID 2025, 2009;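 active = percent response vs DMSO below 50%; inconclusive = fewer than 70 events counted for the yeast strain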;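 note: median channel GFP fluorescence of the barcoded RPL19A-GFP strain; ratio of sample median GFP to plate DMSO average so 100% = DMSO; lower means less RPL19A-GFP as with rapamycin TOR inhibition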
EBNA-1 inh: EBNA-1 DNA-binding inhibitors, primary screen, biochemical, fluorescence polarization; inhibition, % at 14.8 µM; actives 0.34% (n = 300,000); AID 1950, 2009; in the data active = inhibition above about 28%
MEP2 TOR yeast: modulators of MEP2-GFP levels in yeast, primary screen, S. cerevisiae, multiplex flow cytometry, MLPCN library | AID 2016, 2009 | actives 0.51% (n = 330,000) | S. cerevisiae MEP2-GFP strain, 3 h; 100% = DMSO control level | GFP response vs DMSO, % at 10 µM;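 active = GFP response versus DMSO above a set limit, roughly screen mean plus 3 SD, cut at about 180% in these data; inconclusive = fewer than 70 cells counted for a yeast strain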;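 note: median GFP fluorescence of the barcode-gated MEP2-GFP cells per well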
ZTA counter: blocks Epstein-Barr virus ZTA, an EBNA-1 counter-screen; AID 2234; ZTA-DNA binding, fluorescence polarization; actives 0.15% (n = 320,000); P03206; inhibition, % at 11 µM; in the data active = inhibition above about 33%
procasp7 counter: procaspase-7 activators, primary screen, counter-screen for procaspase-3 activator project, biochemical, absorbance, HTS, human | recombinant procaspase-7, Ac-DEVD-pNA absorbance 405 nm; D23A/D198A/D206A triple mutant, cannot self-cleave; scale: DMSO 0, 5 µM enzyme 100 | activation, % at 8.5 µM | actives 0.093% (n = 330,000);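 active = percent activation above the screen-wide mean plus 3 SD, cut at about 25% in these data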
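System: Procaspase-7 triple mutant (PC-7 D3A); measure: % activation from two-timepoint absorbance difference, scaled to controls; times: 1 h compound preincubation, 2 h substrate cleavage, 25 °C; also added: Ac-DEVD-pNA substrate, 400 µM as added; measured by: Epi-absorbance of released pNA at 405 nm, two timepoints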
AHR activator: AHR activators, primary screen, cell-based, luminescence, luciferase reporter, human; AHR-responsive luciferase reporter cells; activation, % at 5 µM; actives 2.5% (n = 320,000); AID 2796, 2010; in the data active = activation above about 47%;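 note: 0% = vehicle wells and 100% = reference agonist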
Active calls of the source: *; ? = inconclusive; / = not tested or not shown; [ ] = another dose, or the depositor's remark. Rows were taken by chance; 3.8% or so of the library scored in one or more.

Molecule	procasp3 activ	LAP4-GFP MLPCN	RPL19A-GFP yeast	EBNA-1 inh	MEP2 TOR yeast	ZTA counter	procasp7 counter	AHR activator
Cc1cc(C(C)(C)C)cc(C)c1COC(=O)c1cccnc1	7	106	94	0	102	17	-2	-1
CCS(=O)(=O)N1CCC(NC(=O)c2ccco2)CC1	-2	90	103	11	111	13	4	1
COc1ccc(OC)c(C2Nc3ccccc3NC3=C2C(=O)CC(C)(C)C3)c1 (stereo unspecified)	-6	84	97	13	106	-4	6	0
COCc1c(C(=O)OCc2nc(N)nc(Nc3ccccc3C)n2)oc2ccccc12	3	96	100	-12	102	-13	1	3
CC(CCc1ccccc1)NC(=O)CCNC(=O)c1ccccc1Cl (stereo unspecified)	8	?	?	/	?	/	5	2
CN1C(C(=O)NCc2cccc(Br)c2)CC2Cn3c(nc4cc5ccccc5cc43)C21 (stereo unspecified)	-1	/	/	1	/	4	-1	3
O=C(NCc1ccc2c(c1)OCO2)C1CC(=O)N(CCc2ccc(F)cc2)C1 (stereo unspecified)	4	103	106	0	100	2	-1	-1
O=C(Cn1c(=O)oc2cccnc21)Nc1ccccc1Oc1ccc(Cl)cc1Cl	-6	109	96	-4	95	-11	0	-2
O=C(CSc1nnnn1-c1ccc2c(c1)CCC2)Nc1ccc2c(c1)OCCO2	-6	101	95	-6	99	-1	2	1
O=S(=O)(/C=C/c1ccccc1)N1CCc2ccccc2C1	-2	97	102	5	104	7	0	-1
CCC(NC(=O)c1ccccc1NC(=O)C(C)(C)C)C(=O)N1CC(C)OC(C)C1 (stereo unspecified)	13	105	101	/	104	/	3	2
COc1cccc(OCCn2cc(/C=N/NC(=O)c3ccncc3)c3ccccc32)c1	13	92[may fluoresce violet]	52[may fluoresce violet]	6	143[may fluoresce violet]	2	4	20
CCCCNC(=O)CC1N=C2c3ccccc3N=C(SCC(=O)Nc3ccccc3C)N2C1=O (stereo unspecified)	-6	104	92	3	88	3	-4	2
COCCCNC(=O)c1cccc(S(=O)(=O)N2CC3(C)CC2CC(C)(C)C3)c1 (stereo unspecified)	8	109	100	-11	107	-6	3	5
CCOC(=O)c1ccc(N2C(=O)CC(N3CCCC(C)C3)C2=O)cc1 (stereo unspecified)	-20	107	100	-3	102	-10	-21	0
Cc1cc(NC(=O)c2ccc(N(C)S(=O)(=O)c3ccccc3)cc2)no1	7	102	97	5	102	-11	7	1
O=S(=O)(NCC1CCCO1)c1cccc2nsnc12 (stereo unspecified)	6	96	99	2	98	-9	-1	3
CCOC(=O)Cc1csc(NC(=O)/C=C/c2ccccc2Cl)n1	-16	130	99	1	103	-16	-17	-4
COC(=O)CSc1nnc(CNC(=O)c2ccc(S(=O)(=O)N3CCOCC3)cc2)n1C	-8	95	102	-7	97	-14	2	3
c1ccc(-c2nnc(-c3ccccn3)c(-c3ccccn3)n2)nc1	-4	120	106	-4	107	-12	8	-3

Further results follow.
Molecule	procasp3 activ	LAP4-GFP MLPCN	RPL19A-GFP yeast	EBNA-1 inh	MEP2 TOR yeast	ZTA counter	procasp7 counter	AHR activator
Nc1nnnn1/N=C/c1ccccc1OCc1ccccc1	2	100	102	29*	104	9	1	-2
COc1ccc(N2CCN(c3oc(COc4ccccc4Cl)nc3C#N)CC2)cc1	2	85	96	0	92	-7	-9	6
CN=C(Nc1cc(C)nn1CCC#N)c1ccc(F)cc1	-1	92	91	0	96	2	10	2
COc1ccc([N+](=O)[O-])cc1N(CC(=O)N1CCN(Cc2ccccc2)CC1)S(C)(=O)=O	3	101	105	-3	108	8	-6	-2
COc1ccc(Cl)c(OC)c1C(=O)NC(=O)Nc1nc(C)nc(C)n1	-9	106[may fluoresce green]	97[may fluoresce green]	-3	102[may fluoresce green]	-11	-11	4
Cc1cccc(N2CCN(C(=O)CCS(=O)(=O)c3ccc(Br)cc3)CC2C)c1 (stereo unspecified)	4	95	99	-1	98	-21	-1	4
COc1ccc(C(=O)C2CCCN(Cc3cccn3-c3ccccn3)C2)c(OC)c1 (stereo unspecified)	2	106	100	-7	95	1	-4	30
CCOC(=O)C1CCCN(CC(=O)Nc2c(C(=O)OC)[nH]c3ccccc23)C1 (stereo unspecified)	-1	96	104	-6	109	1	1	5
CCn1c(=O)c(C(=O)CN(C)CC(=O)Nc2cccc(F)c2)c(N)n(Cc2ccccc2)c1=O	-3	98	97	/	95	/	11	2
O=C(COC(=O)c1cncc(Br)c1)Nc1nc(-c2ccc(F)cc2)cs1	8	111	97	25	99	2	3	12
N=c1n(Cc2ccccc2)c2ccccc2n1CC(O)c1ccco1 (stereo unspecified)	4	97	101	7	102	16	1	1
COc1ccc(C(=O)Nc2cc(C)nn2-c2cccc(F)c2)cc1	3	98	96	-3	101	-19	2	9
O=C(c1ccc2c3n(nc2c1)-c1ccc(Cl)cc1CO3)N1CCCCC1	-8	105	90	-14	85	-8	-3	-5
Cc1c(NC(=O)CCSc2ccc(Cl)cc2)c(=O)n(-c2ccccc2)n1C	-3	108	104	9	115	-12	0	-7
Clc1nc2c(-c3ccccc3)nnn2c2ccccc12	-14	92	86	-8	99	6	-4	52*
COc1ccc(OCCn2c(N)nc3ccccc32)cc1	6	87	102	2	98	-3	7	7
CN1C2C=C3C(C#N)=C(N)C(C#N)(C#N)C(c4ccc(Br)cc4)C3C1CC2 (stereo unspecified)	1	90	100	4	101	-2	-3	110*
Cc1ccc(NC(=O)CNC(=O)Cn2cnc3sc(C)c(C)c3c2=O)cc1F	-4	108	104	0	106	-12	2	0
Cc1csc(NC(=O)CCC(=O)N(CC(=O)NC2CCCC2)c2ccccc2)n1	0	108	102	5	102	1	1	-1
OCC1(CCc2ccccc2)CCN(Cc2ccc3nsnc3c2)CC1	-4	99	94	2	94	20	4	8

Full records, quoted from the list.
Record of Cc1cccc(N2CCN(C(=O)CCS(=O)(=O)c3ccc(Br)cc3)CC2C)c1 (stereo unspecified) → procasp3 activ = 4; LAP4-GFP MLPCN = 95; RPL19A-GFP yeast = 99; EBNA-1 inh = -1; MEP2 TOR yeast = 98; ZTA counter = -21; procasp7 counter = -1; AHR activator = 4
Record of COc1ccc(C(=O)Nc2cc(C)nn2-c2cccc(F)c2)cc1 → procasp3 activ = 3; LAP4-GFP MLPCN = 98; RPL19A-GFP yeast = 96; EBNA-1 inh = -3; MEP2 TOR yeast = 101; ZTA counter = -19; procasp7 counter = 2; AHR activator = 9

(next part)
Molecule	procasp3 activ	LAP4-GFP MLPCN	RPL19A-GFP yeast	EBNA-1 inh	MEP2 TOR yeast	ZTA counter	procasp7 counter	AHR activator
Cc1ccc(C)c(NC(=O)Cc2nc(CCl)cs2)c1	-10	100	100	0	101	13	-2	11
N#Cc1cc2[nH]c3ccccc3c2[n+](-c2ccc([N+](=O)[O-])cc2)c1N	4	105	110	-1	102	9	-3	0
O=C(CSc1ccc2nnc(-c3ccncc3)n2n1)NCC1CCCO1 (stereo unspecified)	7	101	98	-4	95	0	-2	-2
C#CCOCCOCCOCCNc1nc(N2CCN(C(=O)CCCCCCCCCCNC(=O)Cn3cc(C[C@@H](C)O)nn3)CC2)nc(N2CCN(C(=O)CCCCCCCCCCNC(=O)[C@@H]([C@H](C)CC)n3cc(CCCCCN)nn3)CC2)n1	5	116	97	-1	94	-7	9	-4
S=C(c1ccc(N2CCOCC2)cc1)N1CCOCC1	-9	102	91	-9	95	1	-2	-5
COc1ccc2cc(C3CC(c4cccs4)=NN3C(C)=O)c(Cl)nc2c1 (stereo unspecified)	-4	103	106	3	101	-1	4	2
O=C(CN1C(=O)NC(c2ccccc2)(c2ccccc2)C1=O)N1CCCCC1	2	92	92	/	94	/	1	4
CC(C)[C@]1(c2ccc(Cl)cc2)ON(c2ccccc2C(F)(F)F)C1=O	-2	107	96	/	99	-18	11	-2
CCOC(=O)N1CCN(C(=O)CN(C)S(=O)(=O)c2ccc3c(c2)c(=O)n(C)c(=O)n3C)CC1	-5	85	88	1	101	1	2	2
CN1CCN(C(=S)c2ccc(-c3cc(Cl)ccc3Cl)o2)CC1	2	116	100	-5	102	2	6	4
COc1ccc(-c2nnn(CC(=O)NCCc3ccc(OC)c(OC)c3)n2)cc1	7	112	98	-10	93	-8	15	3
COc1cccc(C(=O)N(Cc2nc(-c3ccc(C)cc3)no2)C(C)C)c1	-5	111	101	-5	104	6	-2	3
O=C(CN1CCCC(O)C1)N1c2ccccc2Sc2ccc(C(F)(F)F)cc21 (stereo unspecified)	-1	94	103	-3	100	8	4	0
COC(=O)c1ccc(S(=O)(=O)N2CCC(c3nc4ccccc4o3)CC2)cc1	3	103	103	2	103	-7	-5	-1
N#CC(C(=O)CCN1C(=O)C2CC=CCC2C1=O)c1nc2ccccc2[nH]1 (stereo unspecified)	0	87	105	4	92	15	15	19
Cc1ccc(CN2CCN(Cc3cn(C)nc3C)CC2CCO)o1 (stereo unspecified)	-11	94	106	-10	109	-8	-7	7
Cc1cc(C(=O)Nc2cccc(S(=O)(=O)N3CCOCC3)c2)c2ccccc2n1	-12	103	100	/	106	/	-16	15
CCS(=O)(=O)c1nc(S(=O)(=O)c2ccc(Cl)cc2)c(NCc2ccccn2)s1	8	96	100	-3	100	8	9	3
COc1cc(CC(=O)OCC(=O)NCc2cccs2)cc(OC)c1OC	1	101	103	/	105	/	0	0
C=CCNc1nc(NC(C)(C)CO)nc(OCC)n1	0	94	101	6	98	-7	3	4

(further entries)
Molecule	procasp3 activ	LAP4-GFP MLPCN	RPL19A-GFP yeast	EBNA-1 inh	MEP2 TOR yeast	ZTA counter	procasp7 counter	AHR activator
O=C(NCC1CCCO1)c1cccc(S(=O)(=O)Nc2ccc(SC(F)F)cc2)c1 (stereo unspecified)	0	96	94	/	94	12	7	4
Cc1ccc2nc(SCC(=O)N/N=C/c3ccco3)cc(C)c2c1	3	99	100	-5	104	1	4	5
COc1ccc(N2CCN(C(=O)CSc3nnc4nc(C)cc(C)n34)CC2)cc1	7	99	/	16	101	14	-2	-1
NC(=O)CCn1c(C(=O)c2cc(Cl)c(N)c(Cl)c2)c2ccccc2[n+]1[O-]	-5	105	96	0	91	4	-3	76*
Cn1c(=O)c2c(nc(N/N=C/c3ccco3)n2C)n(C)c1=O	-3	103	103	0	101	-8	-16	1
COc1ccc(C(=O)CCC(=O)NCCc2ccccc2F)cc1	6	116	113	7	116	12	8	0
CCOc1ccc2cc(C(=O)NCc3ccccc3)c(=N)oc2c1	8	92	98	-23	92	-8	9	2
CC(=O)c1ccc(COC(=O)Cc2ccc([N+](=O)[O-])cc2)cc1	-7	98	104	11	103	-7	-5	1
COc1ccc(C(=O)OCC(=O)Nc2ccc3[nH]c(=O)[nH]c3c2)c(OC)c1OC	-3	104	99	1	104	-3	2	3
CC(=NNC(=O)CCC(=O)Nc1ccccc1Cl)c1ccco1	15	88	97	/	98	/	9	1
C[C@@H](C(=O)NCc1ccccc1)[C@@H]1C[C@@]1(C)[C@@H](NC(=O)OCc1ccccc1)c1ccccc1	8	110	100	-2	97	-35	-6	0
CC1CCC2C(C1)c1sc(=O)[nH]c1SC2(C)C (stereo unspecified)	-7	97	99	8	102	1	5	-5
O=C(Nc1ccccc1)N1CCN(Cc2ccc(Cl)cc2)CC1	-3	94	98	-2	104	11	0	2
Cc1cccc2nc(CSc3nc4cc([N+](=O)[O-])ccc4s3)cn12	-9	94	103	2	98	-4	-5	8
